# Nrf2 ARE act: activates Nrf2 signaling; AREc32 ARE-luciferase reporter (MCF7-derived line), luminescence, 24 h; Potency, µM (top dose mostly 46.1 µM), for inactives: at the top dose activation, hits mostly activators; hit rate 0.31% among 410,000; AID 624171; further: potency means the concentration at half of the fitted maximal effect; % of control where 0% means no effect; nearly all actives have a fitted effect of over 65% in size
#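 AREc32_Fluc, 1000 cells/well, OPTI-MEM + 5% FBS, o/n 37 deg C 5% CO2; 23 nL cpd by pin tool, 24 hr; Steady-Glo 30 min RT, luminescence.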
# HepG2 tox: HepG2 cytotoxicity, counter-screen for TGF-b inhibitors; Potency, µM (series often up to 46.1 µM), for the others: top-dose activity change, negative = cytotoxicity, most hits filed as cytotoxic; HepG2 CAGA-GFP viability, ATP luminescence, 18 h; hit rate 0.76% among 410,000; further: potency means the concentration at half of the fitted maximal effect; some results filed as inactive show a strong effect at the top dose
#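 CellTiter-Glo luminescence gave cytotoxicity after 18 hours at 37 degrees C. The cells were HepG2 CAGA-GFP in 1% FBS DMEM, stimulated with 500 pg/mL TGF-beta after compound addition. %Activity was normalised to no-cell wells (complete cell-killing) and DMSO (no toxicity), and curves were fitted and classified.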
# ATXN2 expr inh: inhibitors of ATXN2 expression; hit rate 0.72% among 360,000; Potency, µM (doses to about 57 µM), for inactives: at the highest dose activity change, negative = inhibition, actives largely listed as inhibitors; AID 1745845; HEK-293 ATXN2-luciferase reporter, luminescence, 24 h; further: potency means the concentration at half of the fitted maximal effect; on the % scale 0 is the no-effect control and ±100 the full control effect; nearly all actives have a fitted effect of over 55% in size
#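 ATXN2-luciferase reporter cells (luciferase flanked by upstream and downstream ATXN2 gene portions) were treated 24 h at 37 °C with compounds at up to 57 uM. SteadyGlo luminescence gave expression; GF-AFC fluorescence gave viability.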
# EPAC2 ag: activates human EPAC2 exchange factor; Q8WZA2; EPAC2 activation, biochemical qHTS; response scale: 100% = 6.5 mM cAMP response; Potency, µM (top dose mostly 154 µM), without a hit: at the top dose activation, hits mostly activators; hit rate 0.079% among 360,000; further: potency means the concentration at half of the fitted maximal effect; nearly all actives have a fitted effect of over 50% in size
# Target sequence (Q8WZA2 whole entry, looked up): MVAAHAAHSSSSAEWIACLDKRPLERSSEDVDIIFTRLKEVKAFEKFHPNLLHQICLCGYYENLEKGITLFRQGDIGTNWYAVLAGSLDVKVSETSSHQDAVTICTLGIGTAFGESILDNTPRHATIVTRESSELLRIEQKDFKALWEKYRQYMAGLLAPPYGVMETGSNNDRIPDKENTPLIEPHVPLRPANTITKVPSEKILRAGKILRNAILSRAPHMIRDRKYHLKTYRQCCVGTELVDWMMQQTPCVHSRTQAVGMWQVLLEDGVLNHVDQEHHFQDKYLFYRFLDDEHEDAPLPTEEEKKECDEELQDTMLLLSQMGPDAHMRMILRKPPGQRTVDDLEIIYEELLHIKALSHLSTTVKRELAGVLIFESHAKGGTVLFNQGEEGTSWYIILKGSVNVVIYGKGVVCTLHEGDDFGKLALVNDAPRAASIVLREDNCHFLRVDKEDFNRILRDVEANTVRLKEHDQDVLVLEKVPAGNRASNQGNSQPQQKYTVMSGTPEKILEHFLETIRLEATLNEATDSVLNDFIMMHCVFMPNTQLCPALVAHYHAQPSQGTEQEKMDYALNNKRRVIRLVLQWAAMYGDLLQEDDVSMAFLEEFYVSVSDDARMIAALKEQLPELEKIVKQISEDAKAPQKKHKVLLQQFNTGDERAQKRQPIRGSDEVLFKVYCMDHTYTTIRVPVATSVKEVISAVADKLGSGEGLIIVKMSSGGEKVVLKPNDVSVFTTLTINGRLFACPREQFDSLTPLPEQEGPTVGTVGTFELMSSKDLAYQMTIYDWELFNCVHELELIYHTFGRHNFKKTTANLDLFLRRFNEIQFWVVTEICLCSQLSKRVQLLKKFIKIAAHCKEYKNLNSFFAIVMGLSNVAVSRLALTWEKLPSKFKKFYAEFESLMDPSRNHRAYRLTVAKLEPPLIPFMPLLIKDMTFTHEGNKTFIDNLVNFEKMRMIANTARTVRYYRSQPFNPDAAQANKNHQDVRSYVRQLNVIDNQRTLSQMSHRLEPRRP
#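 In this primary screen, activation is scored as increased exchange of BODIPY-GDP from Rap1B by 100 nM EPAC2, with 50 uM GDP as competitor. Signal is normalized to the 6.5 mM cAMP agonist control.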
# TGFb inhibitor: inhibitors of TGF-b signaling | hit rate 1.2% among 410,000 | HepG2 CAGA-GFP TGF-b/SMAD3 reporter, GFP fluorescence, 18 h; TGF-beta stimulated, 500 pg/mL final | Potency, µM (series often up to 46.1 µM), without a hit: top-dose activity, negative = inhibition, actives largely listed as inhibitors; further: potency means the concentration at half of the fitted maximal effect; on the % scale 0 is the no-effect control and ±100 the full control effect; nearly all actives have a fitted effect of over 65% in size
#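 HEPG2 CAGA-GFP cells (1000/well, DMEM with 1% FBS) were pre-incubated 2 h at 37 degrees C, given compound by pin tool, then stimulated with TGF-beta at 500 pg/mL final for 18 h before per-cell GFP fluorescence imaging.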
# IL-2 act: activates IL-2 in a cell-based reporter assay | IL-2 activation reporter assay, cell-based qHTS; stimulated with anti-CD3/CD4/CD28 beads; in transgenic mouse T cells | activation, % (series mostly up to about 46 µM) | hit rate 0.065% among 360,000; in the data active means activation above about 50%; inconclusive means mostly about 30% to 49%; further: 0% is about no effect
#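 First, unstimulated transgenic mouse T cells were exposed to compound for 60 min. Next, anti-CD3/anti-CD4-coated beads with anti-CD28 were added. Finally, after 18 h at 37 degrees C, EGFP and DsRed were imaged.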
# ATXN viability: cell viability loss in ATXN counter-screen. S2 cells (HEK-293 line with an ATXN2-luciferase reporter) viability, CellTiter-Fluor protease fluorescence, 24 h. Potency, µM (highest dose often 56.7 µM), hits mostly cytotoxic. hit rate 0.49% among 400,000. AID 651635; further: potency means the concentration at half of the fitted maximal effect; nearly all actives have a fitted effect of over 40% in size
# Nrf2 block: blocks Nrf2 signaling. A549 ARE-Fluc reporter, luciferase luminescence, 18-24 h. Potency, µM (titrated, usually from 46 µM), inactives show at the highest dose activity change, negative = inhibition, hits mostly inhibitors. hit rate 2.1% among 360,000. AID 504444; further: potency means the concentration at half of the fitted maximal effect; on the % scale 0 is the no-effect control and ±100 the full control effect; nearly all actives have a fitted effect of over 60% in size
#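 Cells were seeded and rested 2 h, then exposed to compounds for 18-24 h. CellTiter-Fluor was read first as a viability measure. BugLite was added 15 min before the final luminescent read of ARE-luciferase activity in A549 cells.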
# A549 viability: counter-screen for Nrf2 inhibitors: cytotoxicity in A549 cells | Potency, µM (highest dose often 46 µM), without a hit: at the top dose activity change, negative = cytotoxicity, hits mostly inhibitors | AID 504648 | A549 ARE-Fluc cells, CellTiter-Fluor viability, 18-24 h | hit rate 0.16% among 390,000; further: potency means the concentration at half of the fitted maximal effect; on the % scale 0 is the no-effect control and ±100 the full control effect
#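 Cytotoxicity counterscreen: CellTiter-Fluor fluorescence was measured in A549 ARE_Fluc cells after 18-24 h of compound exposure in a concentration series. The subsequent BugLite luminescent read reports ARE-luciferase activity.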
# An asterisk follows results filed as active; i = inactive; ? = inconclusive; . = no result given; [ ] = remark or other dose. Unless noted, the call rests on the fitted dose curve; in most records, active means well fitted curve in the direction sought with a large enough effect; inconclusive means small, poorly fitted or top-dose-only effect, or another doubt; inactive means no such curve, though single readings can be large; an effect the other way counts as inactive or inconclusive.
No.	compound	Nrf2 ARE act	HepG2 tox	ATXN2 expr inh	EPAC2 ag	TGFb inhibitor	IL-2 act	ATXN viability	Nrf2 block	A549 viability
1	COc1cc(C2(O)CCCCC2C)cc(OC)c1OC (centres undefined)	0.2%	-0.7%	-11.7%	4.1%	-9.1%	-0.4	i	4.0%	-5.6%
2	COCCn1c(SCC(=O)Nc2ccc3c(c2)CCC3)nc2ccccc2c1=O	2.9%	-22.5%	.	-1.6%	4.3%	-1.6	i	?	-0.1%
3	COc1ccc(C(=O)NCC(c2cccs2)N2CCOCC2)cc1OC (centres undefined)	-0.9%	5.7%	12.2%	12.3%	-0.1%	-0.3	i	-12.2%	-1.6%
4	CSc1ccccc1OC1CCN(Cc2ccccc2)CC1	-0.3%	-13.6%	-8.7%	4.5%	-2.7%	-0.3	i	-10.7%	-9.3%
5	O=c1c2ccccc2nc(SCc2ccc(F)cc2Cl)n1CCCN1CCOCC1	-0.9%	-5.4%	.	6.4%	-2.2%	0.1	i	-8.1%	-8.0%
6	CCNC(=O)CC1C(=O)N(c2ccc(C)cc2)C(=O)N1Cc1ccc(C)cc1 (centres undefined)	-1.2%	-14.8%	-2.2%	.	-17.0%	.	i	-1.1%	-1.4%
7	CC(C)(C)c1cc(C(=O)NNC(=O)Nc2cccc(Cl)c2)n(Cc2ccccc2)n1	0.3%	-49.2%	-13.4%	-1.8%	?	0.0	i	22.5%	-2.9%
8	O=c1c2ccc([N+](=O)[O-])cc2ncn1CCOc1cccc(Br)c1	0.4%	-27.7%	-35.1%	11.2%	-12.1%	-1.2	i	-7.9%	0.9%
9	CN(C)c1nc(-c2ccccn2)nnc1-c1ccccc1	-0.7%	-4.3%	8.91µM*	-1.2%	2.5%	-2.2	i	?	?
10	COC(=O)CSc1cc([N+](=O)[O-])ccc1NC(=O)OC	2.8%	9.2%	-10.4%	-2.3%	15.9%	0.2	i	14.1%	2.1%
11	CCOC(=O)c1c(NC(C)=O)c2c3c(sc2n1Cc1nc(-c2ccccc2C)oc1C)CCCC3	-0.7%	1.8%	-0.3%	.	1.9%	.	i	?	0.4%
12	COc1cc(Br)ccc1C1CC(=O)C(C)C(c2ccc(Br)cc2OC)N1 (centres undefined)	12.8%	-27.5%	10.8%	8.0%	-8.8%	-2.7	i	-6.2%	-14.7%

# Reprinted at random: four entries already listed
No.	compound	Nrf2 ARE act	HepG2 tox	ATXN2 expr inh	EPAC2 ag	TGFb inhibitor	IL-2 act	ATXN viability	Nrf2 block	A549 viability
3	COc1ccc(C(=O)NCC(c2cccs2)N2CCOCC2)cc1OC (centres undefined)	-0.9%	5.7%	12.2%	12.3%	-0.1%	-0.3	i	-12.2%	-1.6%
2	COCCn1c(SCC(=O)Nc2ccc3c(c2)CCC3)nc2ccccc2c1=O	2.9%	-22.5%	.	-1.6%	4.3%	-1.6	i	?	-0.1%
7	CC(C)(C)c1cc(C(=O)NNC(=O)Nc2cccc(Cl)c2)n(Cc2ccccc2)n1	0.3%	-49.2%	-13.4%	-1.8%	?	0.0	i	22.5%	-2.9%
8	O=c1c2ccc([N+](=O)[O-])cc2ncn1CCOc1cccc(Br)c1	0.4%	-27.7%	-35.1%	11.2%	-12.1%	-1.2	i	-7.9%	0.9%

# Going on with the list.
No.	compound	Nrf2 ARE act	HepG2 tox	ATXN2 expr inh	EPAC2 ag	TGFb inhibitor	IL-2 act	ATXN viability	Nrf2 block	A549 viability
13	Cn1ncc(Cl)c1C(=O)NC(=S)Nc1sc2c(c1C#N)CCCCC2	3.4%	-43.0%	23.4%	-2.5%	-0.7%	-0.3	i	2.4%	-0.2%
14	O=C(O)c1ccccc1C(=O)N1CCN(C(=O)c2ccccc2Cl)CC1	-0.6%	19.0%	-18.7%[11.3 µM]	4.6%	18.4%	-2.4	i	?	0.5%
15	CCn1cc(S(=O)(=O)c2ccc(OC)cc2)c(=O)c2cc(OC)ccc21	0.1%	-14.4%	6.5%	0.8%	-0.9%	-0.5	i	-26.0%	13.8%
16	OC(CNCCc1ccccc1)COc1ccc(OCC(O)CNCCc2ccccc2)cc1 (centres undefined)	5.5%	-89.9%	28.2µM*	5.1%	?	-4.4	?	6.3%	-27.8%
17	CC1CCc2nc3ccc(S(=O)(=O)N4CCC(C(=O)NC5CCCC5)CC4)cc3c(C(=O)O)c2C1 (centres undefined)	-0.5%	-0.9%	2.2%	1.9%	-4.8%	-1.8	i	4.7%	0.4%
18	CCN1C(=O)[C@H]2[C@H]3CN=C(SC)N3[C@@](C)(C(=O)OC)[C@H]2C1=O	-0.5%	-2.1%	9.2%	12.2%	-6.5%	2.2	i	4.0%	0.9%
19	Cc1cc(=O)n2c(C(=O)Nc3ccc(F)c(Cl)c3)c(C(=O)Nc3cccc(C)c3C)sc2n1	-1.0%	4.2%	4.9%	.	4.9%	.	i	1.5%	-6.0%
20	Cc1ccc2cc(CN(CC3CCCO3)C(=O)Nc3ccccc3F)c3nnnn3c2c1 (centres undefined)	0.5%	-1.3%	51.5%[activator]	3.8%	-4.9%	-1.0	i	?	-7.6%
21	COc1cccc(CN2CCC(C(=O)NC(c3ccc4c(c3)OCO4)c3ccccn3)CC2)c1 (centres undefined)	-0.3%	-0.7%	-4.3%	4.6%	-6.6%	-0.4	?	.	.
22	CCCCOC(=O)n1c(SCC(=O)N(C)C)nc2ccccc21	0.4%	0.0%	11.0%	5.2%	-4.9%	-1.5	i	-8.5%	-0.3%
23	CSc1sc(C(=O)NCC2CC2)c2c1S(=O)(=O)N(C)c1ccccc1-2	0.5%	-36.8%	2.9%	-2.8%	3.0%	0.1	i	-10.3%	3.9%
24	COc1cccc(NC(=O)C(Sc2nnnn2C)c2ccccc2)c1 (centres undefined)	-0.2%	-18.4%	-1.2%	6.1%	-1.2%	-0.1	i	-18.7%	-0.5%
25	COc1ccc(S(=O)(=O)N(C)C[C@H]2OCc3cn(nn3)CCCC(=O)N([C@H](C)CO)C[C@@H]2C)cc1	-0.2%	3.6%	2.3%	4.5%	-19.7%	-1.2	i	.	.
26	Cc1cccc2sc(N(CCCN(C)C)C(=O)c3nc4ccccc4s3)nc12	-0.4%	-47.5%	-27.7%	4.4%	0.0%	0.1	?	4.2%	16.1%
27	CC(=O)c1ccc(NC(=O)CCS(=O)(=O)c2ccc3c(c2)n(C)c(=O)c(=O)n3C)cc1	-0.8%	-0.5%	-5.2%	8.9%	-7.0%	-2.7	i	4.0%	-8.9%
28	O=C(NC1CCCN(Cc2ccc(Cl)cc2)C1)c1ccccc1C(F)(F)F (centres undefined)	0.3%	-0.6%	-5.9%	-0.6%	5.0%	-1.6	i	-19.3%	-0.4%
29	CC(CC(=O)Nc1cccc(F)c1)S(=O)(=O)c1ccc2c(c1)NC(=O)CO2 (centres undefined)	0.4%	3.1%	-22.3%	2.9%	-11.2%	-1.7	?	3.3%	0.8%
30	Cc1ccc(S(=O)(=O)Cc2nc(-c3ccc(C(=O)NCc4ccccc4)cc3)oc2C)cc1	4.0%	-40.8%	.	.	?	.	.	.	-3.0%
31	Cc1ccc(NC2CCCN(C(=O)c3ccoc3)C2)cc1C (centres undefined)	-0.1%	-18.2%	5.6%	8.1%	-10.2%	0.1	i	0.2%	-0.6%
32	NC(=O)c1nn(CC(=O)Nc2cccc(S(=O)(=O)N3CCCCCC3)c2)c(=O)c2ccccc12	0.6%	-3.8%	-4.0%	11.2%	1.1%	-0.3	i	?	-5.3%
33	C=CCc1cc(C)ccc1OCCn1ccnc1	2.0%	-1.5%	-3.9%	4.9%	9.1%	0.6	i	7.7%	0.1%
34	COc1ccc(N2CC(NC(=O)C3CCCCC3)CC2=O)cc1 (centres undefined)	0.4%	-2.6%	.	.	41.8%	.	.	.	0.9%
35	CCCCC12CN3CC(C)(CN(C1)C3c1ccc(O)c(OC)c1)C2=O (centres undefined)	0.6%	-32.1%	-2.2%	.	-11.2%	.	i	-3.7%	5.1%
36	Cc1ccc(OCC(O)CNCc2ccc(F)cc2)cc1 (centres undefined)	1.6%	-8.9%	-10.7%	2.6%	?	-0.3	i	-22.0%	-1.5%
37	O=C(/C=C/c1ccccc1)Oc1ccccc1C(=S)N1CCOCC1	?	-2.0%	-6.4%	29.4%	-0.9%	0.1	i	-4.8%	-0.5%
38	O=C(Nc1nccs1)C1CC(=O)N(c2ccc(Cl)cc2)C1 (centres undefined)	0.0%	6.3%	4.1%	-4.8%	-0.1%	-2.1	i	4.6%	-2.9%
39	Cc1ccc(NC(=S)NC2CCSc3ccccc32)cc1 (centres undefined)	4.7%	-9.9%	-6.8%	24.8%	?	0.3	i	?	0.7%
40	COc1ccc(CN(CC2CCC(C(=O)O)CC2)C(=S)Nc2cc(Cl)ccc2OC)cc1 (centres undefined)	-0.1%	-6.5%	-28.2%	8.0%	-1.2%	0.5	i	-21.2%	11.1%
41	O=C(CCN1C(=O)C2C3C=CC(C3)C2C1=O)NCc1cccnc1 (centres undefined)	-0.8%	0.0%	-27.3%	3.7%	2.7%	-0.1	i	.	-6.2%
42	Cc1nc2ccccn2c1-c1csc(Nc2cccc(C(=O)O)c2)n1	0.1%	-2.1%	-11.6%	1.9%	-0.2%	2.2	i	-10.7%	-3.6%
43	CCOc1ccc(NC(=O)CN2C(=O)COc3ccc(S(=O)(=O)NC4CCCC4)cc32)cc1	3.8%	-13.9%	2.9%	.	?	.	?	-23.9%	-16.5%
44	COc1ccccc1NC(=O)C(=O)NNC(=O)c1ccco1	0.2%	0.9%	8.6%	7.4%	19.7%	1.5	i	-20.6%	-23.8%
45	COc1cccc(OC)c1C(=O)NC(=S)NCc1ccco1	16.8%	-0.1%	-13.8%	18.4%	-2.7%	0.3	?	?	2.4%
46	COc1ccccc1/C=C/c1onc(C)c1S(=O)(=O)N1CCC(C(=O)N2CCC(C)CC2)CC1	3.2%	4.3%	.	.	?	.	.	.	0.2%
